Screens as filed in PubChem.
GSK3A inh = inhibitors of human GSK-3 alpha kinase. P49840. ADP-Glo luminescence, 60 min. inhibition, % at 10 µM. 320,000 compounds, 0.1% hits. AID 2650;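 in the data active means inhibition above about 50%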;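 further: GST-tagged GSK-3 alpha with peptide substrate and 25 µM ATP; 0% = DMSO neutral wells and 100% = GW8510 positive control wells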
RGS4 pot = RGS4 potentiation or activation; HEK293 M3R/inducible RGS4, carbachol calcium flux Fluo4; hits give low values; B-score at 10 µM; 310,000 compounds, 0.92% hits;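 active means B-score of the integrated calcium signal more than 4 SD below the library mean, with starting fluorescence not abnormally high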;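 further: negative B-score means reduced calcium response which marks RGS4 activation or potentiation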
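Also added: carbachol at ECmax as muscarinic agonist stimulus; Assay system: HEK293 cells with stable M3R and inducible RGS4; Timing: overnight RGS4 induction, 30 min dye load 37 °C, 20 min compound RT; Measured by: Fluo4-AM (2 µM) calcium-flux fluorescence, kinetic read.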
Dyrk1A ADPGlo = Dyrk1A (rat) kinase inhibition | Q63470 | ADP-Glo luminescence, NFATc1 peptide | inhibition, % at 12.5 µM | 310,000 compounds, 0.43% hits | AID 504441; in the data active means inhibition above about 50%;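 further: plate controls were vehicle with enzyme for no effect and no enzyme for full effect; many of its hits are not listed in these tables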
HDAC3 inh = blocks human histone deacetylase 3; inhibition, % at 8.3 µM; 320,000 compounds, 0.15% hits; recombinant HDAC3, fluorogenic peptide/trypsin coupled, fluorescence; O15379; in the data active means inhibition above about 26%, passing the limit was not always enough
Target sequence (O15379 whole entry, looked up): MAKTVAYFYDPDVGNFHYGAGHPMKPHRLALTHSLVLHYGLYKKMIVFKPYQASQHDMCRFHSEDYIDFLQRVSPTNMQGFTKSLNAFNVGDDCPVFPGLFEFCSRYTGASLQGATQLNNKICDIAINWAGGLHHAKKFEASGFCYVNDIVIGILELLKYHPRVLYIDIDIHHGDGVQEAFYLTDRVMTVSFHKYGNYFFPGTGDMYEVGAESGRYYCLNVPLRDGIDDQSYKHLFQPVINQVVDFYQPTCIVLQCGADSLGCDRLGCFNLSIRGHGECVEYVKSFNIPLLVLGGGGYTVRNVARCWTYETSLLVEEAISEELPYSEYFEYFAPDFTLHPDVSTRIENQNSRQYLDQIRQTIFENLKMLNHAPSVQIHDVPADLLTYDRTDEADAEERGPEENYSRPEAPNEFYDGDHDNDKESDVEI
KCNK3 inh = human KCNK3 channel inhibition, primary screen; B-score at 10 µM; O14649; 340,000 compounds, 0.84% hits; CHO-KCNK3 thallium flux, FluxOR fluorescence; hits give low values; AID 602410;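 active means B-score under library mean minus 4 SD, starting fluorescence ratio at most library mean plus 5 SD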;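 further: more negative B-score means stronger inhibition of thallium flux through KCNK3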
hERG rescue = compounds protecting human hERG from proarrhythmic drug block; 310,000 compounds, 0.51% hits; activation (rescue from dofetilide block), less the hit threshold, % at 10 µM; CHO-hERG, FluxOR thallium flux, dofetilide IC70 present; Q12809;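 active means activation above the mean of controls blocked by dofetilide plus 5 SD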;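 further: thallium influx through hERG after potassium depolarization seen as dye fluorescence rise; in these data hits start at about 4.7%; inactives centre near -7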
KCNQ1 block = blocks the human KCNQ1 potassium channel. P51787. CHO-K1 KCNQ1, FluxOR thallium flux fluorescence; hits give high values. B-score at 10 µM. 310,000 compounds, 1.3% hits. AID 2642;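 active means compounds whose thallium flux B-score, printed positive for inhibition, exceeds three library SD while starting fluorescence stays within three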;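 further: channel opened by potassium depolarization with thallium stimulus after 20 min compound exposure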
GSK3beta inhib = human GSK3beta kinase inhibition | P49841 | GST-GSK3beta kinase, ADP-Glo luminescence, 60 min; hits give low values | activity score (negative = inhibition), % at 10 µM | 300,000 compounds, 0.038% hits | AID 2097;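 active means more than half of replicate wells score below -50%, meaning over 50% inhibition versus plate controls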;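 further: 0% = median DMSO wells and -100% = median GW8510 positive control wells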
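Assay system: GST-tagged human GSK3beta kinase, cell-free; Input: 1.6 ng GSK3beta; Medium: Tris/MgCl2 kinase buffer; Timing: 60 min enzyme reaction, room temperature; Signal: ADP-Glo luminescence quantifying ADP generated by kinase; Evaluation: score relative to plate controls; Benchmarks: DMSO neutral wells and GW8510 at 20 µM as positive.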
KCNK9 inh = blocks the human KCNK9 two-pore domain potassium channel | Q9NPC2 | HEK293 KCNK9, FluxOR thallium flux fluorescence; hits give low values | B-score at 10 µM | 310,000 compounds, 1.2% hits | AID 488922;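 active means ratio B-score over 3 SD below the library mean, with starting fluorescence within 5 SD of its mean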;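 further: negative B-score means less thallium flux so channel inhibition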
Target sequence (Q9NPC2 whole entry, looked up, the tested form may be a part): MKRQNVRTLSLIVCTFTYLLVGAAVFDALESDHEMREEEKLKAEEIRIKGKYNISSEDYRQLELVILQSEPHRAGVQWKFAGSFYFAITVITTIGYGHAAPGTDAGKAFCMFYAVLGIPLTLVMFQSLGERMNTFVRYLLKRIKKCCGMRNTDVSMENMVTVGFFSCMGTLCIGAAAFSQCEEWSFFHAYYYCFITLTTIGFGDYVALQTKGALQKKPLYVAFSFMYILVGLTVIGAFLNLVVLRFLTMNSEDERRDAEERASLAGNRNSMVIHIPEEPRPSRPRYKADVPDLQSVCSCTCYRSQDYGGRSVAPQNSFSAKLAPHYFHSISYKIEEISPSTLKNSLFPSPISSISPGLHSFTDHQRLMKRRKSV
PolyA inhibitor = blocks polyadenylation in yeast reporter cells. S. cerevisiae SKY197-pL101 polyadenylation reporter, beta-gal luminescence; efflux-impaired pdr1/pdr3 knockout yeast; score 100 = 6 SD above DMSO. calls only at 12 µM. 300,000 compounds, 0.02% hits. AID 1875;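 active means lowest replicate activity score at least 50, where 100 means six control SD above control mean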;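 further: yeast exposed to compound for 9 h at 30 °C; higher score means more reporter readthrough which indicates perturbed polyadenylation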
KCNQ1 pot = human KCNQ1 channel potentiation or activation. P51787. CHO-K1 KCNQ1, thallium flux FluxOR fluorescence; hits give high values. B-score at 10 µM. 310,000 compounds, 0.35% hits. AID 2648;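 active means fluorescence ratio B-score, a plate-corrected score, at least three library SD, with initial intensity B-score within 5 SD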
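Assay system: CHO-K1 cells stably expressing KCNQ1. Medium: assay buffer for compound exposure, DMSO matched across wells. Timing: 37 °C overnight plating, 90-min dark dye load, 20-min compound pretreatment. Signal: kinetic FluxOR fluorescence, 10 s baseline plus 110 s post-stimulus.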
Numbers without * were called inactive; i = inactive; . = not tested or not shown. These rows are one share of the data; the hit share may differ from the screen's.

Every second line gives: GSK3A inh | RGS4 pot | Dyrk1A ADPGlo | HDAC3 inh | KCNK3 inh | hERG rescue | KCNQ1 block | GSK3beta inhib | KCNK9 inh | PolyA inhibitor | KCNQ1 pot
- Cc1ccc(C)c(Cn2nnc3c(=O)[nH]c(C(=O)NCc4ccco4)nc32)c1
    -3.8 | i | . | -8.0 | i | -12.3 | i | 5.9 | i | i | i
- CCCOc1ccccc1N/C(=N/c1nc(C)cc(C)n1)NC(=O)COc1ccc(OC)cc1
    -0.5 | i | 4.5 | 8.2 | i | -15.2 | 10* | -1.7 | -26.6* | i | i
- N#CCCn1c(-c2nonc2NC(=O)c2ccccc2Cl)nc2ccccc21
    -3.5 | i | 6.0 | -1.7 | i | -5.2 | i | -1.1 | i | i | i
- CC(=O)OCCNc1cc(Sc2nc3ccccc3[nH]2)c2nonc2c1[N+](=O)[O-]
    2.3 | i | 0.2 | 3.4 | i | -33.3 | 7* | 1.3 | -8.08* | i | i
- O=C(CN(C(=O)CCC(=O)Nc1nccs1)c1cccc(F)c1)NCc1ccc(F)cc1
    -0.6 | i | -6.9 | 2.2 | i | -4.2 | i | -2.2 | i | i | i
- CCOc1ccc(CN(C)C(=O)CNC(=O)C2CCCCC2)cc1
    -1.8 | i | 6.4 | 10.1 | i | -0.2 | i | 3.3 | i | i | i
- O=C(O)Cn1cc(/C=C2\SC(=O)N(c3ccccc3)C2=O)c2ccccc21
    -3.9 | i | -2.2 | 1.9 | i | -5.5 | i | 0.1 | i | i | i
- Nc1cc(=O)[nH]c(SCc2ccc(Cl)cc2Cl)n1
    -0.8 | i | . | -2.5 | i | -6.8 | i | 2.8 | i | i | i
- COC(=O)C(C)n1cnc2c(nnn2-c2cccc(OC)c2)c1=O (centres undefined)
    -2.9 | i | . | 1.0 | i | 2.8 | i | 3.4 | i | i | i
- CCC(=O)Nc1sc(C(=O)Nc2ccccc2)c(C)c1C(=O)OC
    . | i | -40.9 | 5.5 | i | -4.2 | i | 1.4 | i | i | i
- CCOc1ccc2c(c1)ncn2Cc1ccccc1
    4.8 | i | 4.8 | 6.7 | i | -7.8 | i | -3.4 | i | i | i
- O=c1c2ccc(Cl)cc2[nH]c(=S)n1CCCN1CCOCC1
    -3.4 | i | -2.9 | 3.0 | i | -11.1 | i | -1.8 | i | i | i
- CCOc1ccc(C(C)NC(=S)NC2CCCCC2)cc1OCC (centres undefined)
    -3.5 | i | -5.5 | -1.1 | i | -3.4 | i | 0.8 | i | i | i
- COc1ccc(CC(=O)Nc2cccc(SC)c2)cc1
    . | i | -3.9 | . | i | -1.2 | i | -1.9 | i | i | i
- COc1cc2nc(CN(CCC(C)C)Cc3nc4cc(OC)c(OC)cc4c(=O)[nH]3)[nH]c(=O)c2cc1OC
    -0.1 | . | -13.6 | -2.5 | i | . | . | 2.6 | . | i | .
- O=C(/C=C/Nc1ccc(S(=O)(=O)Nc2ncccn2)cc1)c1ccc(Cl)c(Cl)c1
    -0.9 | i | 2.3 | -2.4 | i | -2.7 | i | -3.1 | i | i | i
- COc1cc(C)c(C)cc1S(=O)(=O)N1CCCCC1c1cccnc1 (centres undefined)
    1.4 | i | 1.2 | -4.7 | i | -9.8 | i | 0.4 | i | i | i
- CCN(CC)S(=O)(=O)c1ccc(C)c(NC(=O)CNc2cccc(S(=O)(=O)N3CCCC3)c2)c1
    0.0 | i | -1.4 | 7.0 | i | -13.1 | i | 0.3 | i | i | i
- Cc1ccc(SCc2cn3cc(Cl)ccc3n2)cc1
    1.3 | i | 7.1 | 0.0 | i | -7.3 | i | -0.3 | i | i | i
- COc1ccc(NC(=O)CSc2nnc(Cn3cnc4ccccc43)o2)cc1
    -2.6 | i | -2.7 | 0.1 | i | -20.3 | i | -0.6 | i | i | i
- O=C(O)CC1C(=O)NCCN1Cc1cccs1 (centres undefined)
    -1.2 | i | -4.3 | -6.7 | i | -3.7 | i | -2.9 | i | i | i
- O=C(Nc1cccc(O)c1)c1ccccc1
    0.9 | i | 17.9 | -0.3 | i | -3.1 | i | -2.0 | i | i | i
- CC1CCCCN1S(=O)(=O)c1ccc(C(=O)Nc2nnc(C3CC3)o2)cc1 (centres undefined)
    0.7 | i | 8.7 | 2.9 | i | -4.6 | i | -1.9 | i | i | i
- COc1ccc(CCNc2ncnc3cc(OC)c(OC)cc23)cc1OC
    . | i | -3.7 | . | i | -21.7 | i | -0.2 | i | i | i
- Cc1cccc(NS(=O)(=O)c2cc3c(cc2C)N(C)CCO3)c1
    -0.6 | i | -6.7 | . | i | -8.4 | i | 3.2 | i | i | i
- Cc1ccc(NC(=O)CC(O)(C(F)(F)F)C(F)(F)F)c(Br)c1
    -4.1 | i | -2.6 | 9.2 | i | -10.6 | 6* | -0.3 | i | i | i
- O=c1cc(O)c2c(=O)n(-c3ccccc3)c3c(c2o1)CCCCCC3
    -2.0 | i | -1.1 | 2.2 | i | -6.8 | i | 3.1 | i | i | i
- Cc1cc(C)cc(OCC(=O)N/N=C/c2ccco2)c1
    0.7 | i | -2.2 | 3.3 | i | -6.4 | i | -3.8 | i | i | i
- O=C(CC1C(=O)NCCN1C(=O)Nc1ccccc1)Nc1cccc(C(F)(F)F)c1 (centres undefined)
    6.3 | i | 2.4 | 17.1 | i | -6.0 | i | -7.2 | i | . | i
- O=C(C[C@@H]1NS(=O)(=O)OC2CCCCC21)c1ccccc1 (some centres undefined)
    -0.4 | i | 19.6 | 1.4 | i | 1.7 | i | 1.3 | i | i | i
- NS(=O)(=O)c1ccc(NC(=O)COC(=O)c2ccco2)cc1
    -3.8 | i | 12.8 | -3.0 | i | -5.5 | i | -0.2 | i | i | i
- COC(=O)CSC1=C(C#N)C(c2ccc(C)cc2)C2=C(CCCC2=O)N1 (centres undefined)
    0.2 | i | 2.9 | 4.6 | i | 1.5 | i | 3.4 | i | i | i
- Cc1cc(C)c2cc(CN(CCCO)S(=O)(=O)c3ccccc3F)c(=O)[nH]c2c1
    -1.2 | i | -0.7 | -1.2 | i | -3.3 | i | 1.7 | i | i | i
- Cc1ccc(N2C(=O)CC(N(O)C3CC(=O)N(c4ccc(C)cc4)C3=O)C2=O)cc1 (centres undefined)
    . | i | -0.2 | 6.1 | i | -15.2 | i | -1.4 | i | i | i
- CCc1nc(SCC(=O)NNC(=O)C2CCCCC2)c2ccccc2n1
    -1.7 | i | -1.6 | -4.4 | i | -12.2 | i | 2.3 | i | i | i
- Cc1ccc(C(=O)N/C(=C/c2cccc([N+](=O)[O-])c2)C(=O)NCC2CCCO2)cc1 (centres undefined)
    0.8 | i | -1.1 | 3.1 | i | -21.6 | i | -0.9 | i | i | i
- CCc1nnc(NC(=O)CN2CCN(Cc3ccccc3C)CC2)s1
    -3.9 | i | 3.1 | 2.9 | i | -5.1 | i | 1.9 | i | i | i
- O=C(COC(=O)c1cccc(S(=O)(=O)N2CCOCC2)c1)Nc1ccc2c(c1)OCO2
    0.4 | i | 5.1 | -0.3 | i | -3.2 | i | 1.1 | i | i | i
- Cc1cccc(C)c1OCc1cc(C(=O)NCc2ccc(Cl)s2)no1
    -2.2 | i | -5.3 | 11.2 | i | -5.2 | i | 1.4 | i | i | i
- Cc1ccc(Cl)cc1Nc1nc(-c2sc(NC(=O)C(C)(C)C)nc2C)cs1
    -0.2 | i | 7.3 | 10.1 | i | -13.8 | i | -4.9 | -13.4* | i | i
- CCOc1ccc(-c2c(C(=O)N/N=C/c3ccccc3)nnn2-c2nonc2N)cc1
    0.6 | i | -1.9 | -0.4 | i | -3.6 | i | -0.5 | i | i | i
- Cc1ccc(S(=O)(=O)NCCC(=O)N2CCOCC2)cc1C
    -1.9 | i | -2.6 | -3.1 | i | -11.0 | i | -2.4 | i | i | i
- COc1ccc(Nc2nc(-c3cccs3)cs2)cc1
    1.2 | i | . | -0.2 | . | 1.2 | i | -4.0 | i | i | i
- CN(Cc1ccsc1)C(=O)CCc1nnc(CCCc2ccccc2)o1
    -3.6 | i | -9.3 | 0.0 | i | -9.7 | i | -1.3 | i | i | i
- O=C(CC12CC3CC(CC(C3)C1)C2)NCC(c1ccc(F)cc1)N1CCOCC1 (centres undefined)
    -1.1 | i | -3.3 | 2.1 | i | 3.6 | i | -1.2 | i | i | i
- Cc1cnc(NC(=O)Cn2cnc3c2c(=O)n(C)c(=O)n3C)s1
    -3.5 | i | 7.5 | -1.5 | i | -10.6 | i | -1.9 | i | i | i
- COc1ccc(N(CC(=O)N2CCCCCC2)S(C)(=O)=O)cc1Cl
    -1.5 | i | 4.7 | -3.4 | i | -4.2 | i | -0.8 | i | i | i
- O=C(CN(C(=O)C1COc2ccccc2O1)c1ccccc1)NCC1CCCO1 (centres undefined)
    -2.4 | i | 10.8 | 7.3 | i | -2.4 | i | 2.8 | i | i | i
- Cc1ccc(OCCNC(=O)Cn2cnc3c(=O)n(C)c(=O)n(C)c32)cc1C
    2.2 | i | . | 5.7 | i | -4.9 | i | 0.9 | i | i | i
- O=C(NCc1ccncc1)c1cc(-c2ccc(Cl)cc2)oc1C(F)(F)F
    -1.0 | i | 12.8 | 5.6 | i | -8.8 | i | -2.0 | i | i | i
- COc1ccccc1/C=C/C1(C(=O)NC2CCCC2)CC(=O)N1c1ccccc1 (centres undefined)
    -3.4 | i | -5.3 | 2.1 | i | -9.3 | i | 0.8 | i | i | i
- CC(C)(C)c1cc(NC(=O)Nc2ccccc2)no1
    0.7 | i | 1.0 | 6.1 | i | -3.6 | i | -1.0 | i | i | i
- Nc1nc(N)c2cc(Sc3ccc4ccccc4c3)ccc2n1
    -2.9 | i | . | -4.4 | i | -13.8 | i | -0.3 | i | i | i
- CCCCCCn1c(SCCOC)nc2c1c(=O)[nH]c(=O)n2C
    -1.0 | i | -7.9 | -2.7 | i | -10.2 | i | -1.6 | i | i | i
- O=C(Nc1cccc(-c2csc(Nc3cccc(C(F)(F)F)c3)n2)c1)c1cc([N+](=O)[O-])cc(C(F)(F)F)c1
    -3.7 | i | -11.4 | 4.6 | i | -0.5 | i | 0.9 | i | i | i
- O=C(Nc1cccn(Cc2c(Cl)cccc2Cl)c1=O)c1ccc(Cl)cc1Cl
    -1.4 | i | 2.6 | -4.2 | i | -9.0 | i | -0.6 | i | i | i
- COC(=O)COc1cccc(NC(=O)c2cc(OC)cc(OC)c2)c1
    -1.0 | i | 4.6 | 3.9 | i | -8.1 | i | -2.8 | i | i | i
- Cc1ccc(CN2C(=O)CNC2=S)cc1
    . | i | 3.6 | -5.5 | i | -9.2 | i | -1.9 | i | i | i
